# Screening data: PubChem BioAssay, National Center for Advancing Translational Sciences (NCATS)
# LDHA block – LDHA (human) enzyme inhibition; AID 1347041; purified LDHA, NADH/diaphorase-resazurin fluorescence; hits give low values; activity change, % (values are at about 110 or 230 µM); 0.15% of 480,000 active; P00338; in the data active = activity change below about -30%; inconclusive = mostly about -25% to -30%;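 note: plate controls were DMSO wells for no effect and wells without enzyme for full effect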
#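 LDH5 2 nM; NADH 0.06 mM, pyruvate 0.2 mM; 200 mM Tris pH 7.4, EDTA, Tween-20; 5 min RT. Detection: diaphorase 0.133 mg/mL + resazurin 37 µM, fluorescence ex540/em590 at 0 and 20 min; normalized to enzyme-free and DMSO wells.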
# Active calls of the source: *; ? = inconclusive. The list is partial, so the mix of outcomes need not match the whole.
SMILES,LDHA block
CCCC1NC(=O)N(Cc2ncc(-c3ccc(Cl)cc3)o2)C1=O (stereo not drawn),-17.6
COc1ccc(S(=O)(=O)Nc2c(NC3CCCC3)c3ccccc3oc2=O)cc1OC,2.0
CCc1ccc(C(C)NC(=O)Cc2ccc(C)s2)cc1 (stereo not drawn),-4.4
O=c1c2ccccc2n2c(-c3ccc(O)cc3)nnc2n1Cc1ccccc1Cl,9.6
COc1nc(C(=O)NCCC(=O)N(C)C)cc2ccccc12,8.2
Cn1c(=O)c2ccccc2n(CC(=O)Nc2ccc(C(F)(F)F)cc2)c1=O,3.9
CCC(C)c1ccc(NC(=O)CCc2ncc(-c3ccc(F)cc3)o2)cc1 (stereo not drawn),2.7
CSC1=N/C(=C\c2cccc(Br)c2)C(=O)S1,22.6
Cc1cc(NC(=O)C(C)(C)Oc2ccc(Cl)cc2)no1,-5.3
Cc1cc(C(=O)N2CCN(CC(=O)NC3CC3)CC2)c2ccccc2n1,-1.5
O=C(Nc1ccc2oc(-c3ccncc3)nc2c1)c1ccc2ccccc2c1,-12.8
O=C1NC[C@@H](CCCCN2C[C@H](Cc3ccccc3)N(CCc3ccc(O)cc3)C(=O)C2=O)N(CCc2ccccc2)C1=O,-6.5
O=C(NCc1ccccc1)c1nc(-c2ccc3[nH]ccc3c2)no1,-0.6
CC(C)C[C@@H](CN1CCC[C@@H]1CN1C(=O)C(=O)NC[C@@H]1Cc1ccc(O)cc1)N1C[C@H](Cc2ccc(O)cc2)N(CC2CCCCCC2)C(=O)C1=O,-1.4
CC(=O)Nc1sc2c(c1-c1nc3ccccc3s1)CCN(C(C)C)CC2,5.8
Cn1nc(C(=O)NC(CC(=O)O)c2ccccc2)c2ccccc2c1=O (stereo not drawn),-23.2
COc1ccc(NC(=O)CSc2nc(N3CCOCC3)c3c(c2C#N)CCCC3)cc1,-0.7
COc1ccc(C(=O)Oc2ccccc2Cl)c(OC)c1,6.1
CCOc1ccc(Oc2ccccc2N)cc1,-22.6
Cn1c(=O)c2c(ncn2Cc2cccc(OCC(F)(F)F)c2)n(C)c1=O,-3.2
O=C(Nc1ccccc1Br)N1CCN(S(=O)(=O)c2ccccc2)CC1,-2.4
CC1CCCN(CCCCNC(=O)CCc2ccc(C#N)cc2)C1 (stereo not drawn),1.0
CC(=O)Nc1cccc(NC(=O)c2nn(Cc3ccccc3)c(=O)c3ccccc23)c1,5.3
COc1ccc(C(=O)CCC(=O)OCC(=O)c2ccc(Cl)c(Cl)c2)cc1,10.8
S=c1[nH]c2cc(C34CC5CC(CC(C5)C3)C4)ccc2o1,-2.3
Cc1ccc2c(c1)[C@]1(C(=O)N2)N2CCC[C@H]2[C@@H](C(=O)c2ccccc2Cl)[C@]12C(=O)Nc1ccccc12,-2.9
c1ccc(-c2nnc(CSc3nnnn3C3CCCC3)o2)cc1,-5.6
C[C@H](NC(=O)CCn1ccc2ccc(F)cc21)C(=O)O,-1.1
Nc1ccc(C(O)c2ccccc2)cc1 (stereo not drawn),-3.6
CC(C)c1ccc(/C=C2\Oc3cc(OS(=O)(=O)c4ccccc4)ccc3C2=O)cc1,9.7
COCc1ccc(CNC(=O)C=C(C)C)cc1,5.0
O=C(NCCN1CCOCC1)c1nn2c(C(F)(F)F)cc(-c3ccco3)nc2c1Br,17.3
COc1ccc(-c2csc3nc(C)nc(NCCCO)c23)cc1OC,8.2
CCOc1ccc(NC(C)=O)cc1S(=O)(=O)Nc1ccccc1-c1nnc2n1CCCCC2,13.3
CC(Nc1ccc2oc(C(C)(C)C)nc2c1)c1nc(C(C)(C)C)no1 (stereo not drawn),8.9
CC(C)OCCCNC(=S)NCCc1ccccc1,-0.5
O=C1CCSC2=C1SCc1sccc12,-1.9
CC(C)NC(=O)CNC(=O)CCc1ncc(-c2ccc(F)cc2F)o1,2.5
CC(=O)N1CCN(C(C(=O)O)c2c[nH]c3ccccc23)CC1 (stereo not drawn),-6.2
O=C1/C(=C/c2ccc(Cl)c(Cl)c2)C(c2ccccc2)Oc2ccccc21 (stereo not drawn),0.5
O=C(CCc1ccccc1)N1CC=C(c2c[nH]c3ccccc23)CC1,22.0
Cc1ccc(NC(=O)CN2C(=O)N/C(=C\c3cccn3-c3ccc(C(=O)NC#N)cc3)C2=O)cc1,-37.0*
CC(C)NC(=O)C(C)Sc1ncc(-c2ccc(F)cc2)o1 (stereo not drawn),-11.7
CO[C@@H]1CN(C)C(=O)c2cc(NC(=O)Nc3ccc4c(c3)OCO4)ccc2OC[C@@H](C)N(C)C[C@H]1C,12.1
Nc1sccc1C(=O)NC1CC1,2.8
CC(C)Cc1ccc(C(C)NC(=S)NC2CC2)cc1 (stereo not drawn),-0.8
O=C(CSc1nnc2ccc(-c3ccc4c(c3)OCO4)nn12)NCc1ccccc1Cl,-0.9
O=C(Nc1ccc2c(c1)Cc1ccccc1-2)c1ccc2c(c1)OCO2,4.4
O=C(O)c1cc(-c2cccs2)nc2ccccc12,11.8
COc1ccc(NC(=O)c2ccc(Br)o2)cc1NC(=O)c1ccccc1C,-4.7
CCN(CC)C(=O)CN(C)C(=O)CCc1ccccc1,4.9
Cc1ccc(N2CC(C(=O)Nc3nnc(C4CC4)s3)CC2=O)cc1F (stereo not drawn),1.1
CC(C)C(C)(C#N)NC(=O)CNc1cccc(-c2nnnn2C)c1 (stereo not drawn),5.2
COc1cc(C(=O)Nc2sc3ccccc3c(=O)c2-c2ccc3c(c2)OCO3)cc(OC)c1OC,2.4
Cc1ccc(CN(C)C(=O)Cn2cnc3c2c(=O)n(C)c(=O)n3C)o1,-11.6
Cc1ccc(Cl)cc1-n1ncc2c(=O)n(CC(=O)Nc3ccc(F)cc3Cl)cnc21,1.0
CC(=O)N1CCN(Cc2csc(-c3ccc(C(F)(F)F)cc3)n2)CC1,5.9
CCOC(=O)COc1ccc2c(=O)c(-c3ccccc3OC)c(C(F)(F)F)oc2c1,1.8
CCn1nc(C(=O)Nc2ccccn2)c2ccccc2c1=O,-1.3
Cc1ccc(NC(=O)Nc2cn(CC(C)C)c(=O)c3ccccc23)c(C)c1,-21.5
# Continuation.
SMILES,LDHA block
Cc1ccc(CNC2C3CC4CC(C3)CC2C4)s1 (stereo not drawn),-7.8
Cc1cc(C)n(-c2nc3ccccc3nc2Nc2ccccc2Cl)n1,-5.5
CC(Oc1ccc(Cl)cc1)C(=O)N1CCN(c2nccs2)CC1 (stereo not drawn),6.5
COCCn1c(C)c(C)c(S(=O)(=O)c2ccc(C)cc2)c1NC(=O)c1ccco1,-2.5
Cc1c(C(=O)N2CCc3ccccc3C2)oc2ccc(F)cc12,6.2
N#Cc1c(NC(=O)CSc2nc3ccc(Cl)cc3[nH]2)sc2c1CCC2,-1.8
CCCCNCc1ccc(-c2ccc(C(C)O)cc2)o1 (stereo not drawn),-0.5
O=C(COC(=O)c1cnc2ccccc2n1)NC1CCCCC1,-11.8
CC(C)N1CCc2c(sc(NC(=O)CCc3ccccc3)c2-c2nc3ccccc3s2)C1,5.7
Fc1ccc(NC(=S)NC2CC2)cc1Cl,-11.8
Cc1cnc(C(=O)NCC(c2ccccc2)c2c[nH]c3ccccc23)cn1 (stereo not drawn),-4.7
CCCCc1nnc2sc(-c3ccc(OC)c(OC)c3)nn12,2.0
CC(C)CCOc1ccc(C(=O)Nc2cccc3cccnc23)cc1,-5.7
COc1ccc(C2CC(=O)Nc3nc(N)sc32)cc1OCc1ccccc1Cl (stereo not drawn),69.3
O=C(Nc1cc2c(cc1C(=O)c1ccc(Br)cc1)OCCO2)c1cccc(F)c1,13.3
C/C(=N\NC(=O)C1CCCCC1)c1ccc(C2CCCCC2)cc1,-0.8
CC1CCC2(CC1)N=C(c1ccc(Cl)c(Cl)c1)C(=S)N2 (stereo not drawn),3.0
CC(Nc1ccc(C23CC4CC(CC(C4)C2)C3)cc1)C(=O)Nc1cc(C(F)(F)F)ccc1Cl (stereo not drawn),1.8
O=C(NC1CCCC1)C1c2ccccc2OCC(=O)N1CCc1c[nH]c2ccccc12 (stereo not drawn),-8.2
O=C(NCCSc1ccc(Cl)cc1)NC1CC1,-17.3

# 15 entries from above, arranged by molecular weight, largest number first.
SMILES,LDHA block
CC(Nc1ccc(C23CC4CC(CC(C4)C2)C3)cc1)C(=O)Nc1cc(C(F)(F)F)ccc1Cl (stereo not drawn),1.8
CC(C)N1CCc2c(sc(NC(=O)CCc3ccccc3)c2-c2nc3ccccc3s2)C1,5.7
O=C(Nc1cc2c(cc1C(=O)c1ccc(Br)cc1)OCCO2)c1cccc(F)c1,13.3
O=C(NC1CCCC1)C1c2ccccc2OCC(=O)N1CCc1c[nH]c2ccccc12 (stereo not drawn),-8.2
COc1ccc(C2CC(=O)Nc3nc(N)sc32)cc1OCc1ccccc1Cl (stereo not drawn),69.3
N#Cc1c(NC(=O)CSc2nc3ccc(Cl)cc3[nH]2)sc2c1CCC2,-1.8
Cc1cc(C)n(-c2nc3ccccc3nc2Nc2ccccc2Cl)n1,-5.5
CC(C)CCOc1ccc(C(=O)Nc2cccc3cccnc23)cc1,-5.7
CC1CCC2(CC1)N=C(c1ccc(Cl)c(Cl)c1)C(=S)N2 (stereo not drawn),3.0
CCCCc1nnc2sc(-c3ccc(OC)c(OC)c3)nn12,2.0
Cc1c(C(=O)N2CCc3ccccc3C2)oc2ccc(F)cc12,6.2
CCCCNCc1ccc(-c2ccc(C(C)O)cc2)o1 (stereo not drawn),-0.5
O=C(NCCSc1ccc(Cl)cc1)NC1CC1,-17.3
Cc1ccc(CNC2C3CC4CC(C3)CC2C4)s1 (stereo not drawn),-7.8
Fc1ccc(NC(=S)NC2CC2)cc1Cl,-11.8

# More results.
SMILES,LDHA block
Cc1ccc(NC(=O)CCn2nc(-c3ccc(C)cc3)c3ccccc3c2=O)cc1,-10.0
CCCc1ccc(OCCN)cc1,2.1
CC(Cc1ccccc1)NNC(=O)C(O)(Cc1ccccc1)Cc1ccccc1 (stereo not drawn),-2.8
COc1cccc(NC(=O)CN2C(=O)CC(c3ccccc3)=Nc3ccccc32)c1,7.1
COc1ccc(C(=O)Nc2ccc3oc(-c4ccc(F)cc4)nc3c2)cc1OC,15.5
CN(CC(=O)Nc1ccc(F)cc1)C(=O)COc1ncnc2scc(-c3ccc(Cl)cc3)c12,-0.1
COC(=O)CCCc1c(-c2ccccn2)[nH]c2ccccc12,2.2
N#Cc1nc(-c2ccccc2)oc1N1CCOCC1,-5.0
c1ccc(Nc2nc(CSc3nnc4n3CCCCC4)cs2)cc1,2.1
CCCN1CNc2c(c(=O)[nH]c(=S)n2CCc2ccc3c(c2)OCCO3)C1,1.9
CC1(C)OC(=O)C2=C(C[C@@H](C3CC3)O[C@H]2CCc2cccc(Cl)c2)O1,1.4
CN(CC(=O)NC(=O)NCc1ccccc1)C1CCCc2ccccc21 (stereo not drawn),6.6
N#Cc1ccccc1COC(=O)/C=C/c1ccc(OC(F)F)cc1,7.4
CNCc1ccc(-c2ccccc2)o1,-0.7
COC(=O)c1cccc(NC(=O)c2ccc3c(c2)CCC3)c1,6.0
CCCCCCc1ccc(Nc2ccccc2)cc1O,30.8
COc1ccc(N2CC(C(=O)N(C)Cc3cnn(C)c3)CC2=O)cc1 (stereo not drawn),-8.7
Cc1ccc(C)c(N=Cc2ccc([N+](=O)[O-])cc2)c1,3.9
COc1cc(S(=O)(=O)Nc2ccc3ccccc3c2)ccc1NC(C)=O,?
CCCn1c(=O)n(CC(=O)Nc2ccc(Cl)cc2)c(=O)c2c1nc(C)n2CCOC,5.0

# Taken from above:
# LDHA block, CCCN1CNc2c(c(=O)[nH]c(=S)n2CCc2ccc3c(c2)OCCO3)C1 reads 1.9
# LDHA block, N#Cc1nc(-c2ccccc2)oc1N1CCOCC1 reads -5.0

# Remaining list, next part:
SMILES,LDHA block
CC(C)NC(=O)C(=O)Nc1sc2c(c1C#N)CC(C)(C)OC2,-1.7
CNC(=O)c1cccc(NC(=O)c2ccc(N(C)C)cc2)c1,-0.3
COc1cccc(C(=O)OCc2nc3ccccc3o2)c1O,8.6
CC(C)n1nc(C(=O)Nc2nc3c(s2)CN(C)CC3)c2ccccc2c1=O,7.8
Cc1ccc(NC(=O)CN2CCN(c3ccc(C(F)(F)F)cn3)CC2)c(F)c1,4.9
Fc1ccc(-c2nc3ccccc3o2)cc1,8.8
c1nc(NCc2ccoc2)c2cc(-c3ccc4c(c3)OCO4)ccc2n1,8.9
CCOc1ccc(-c2nc(C#N)c(N3CCN(C(=O)c4cccs4)CC3)o2)cc1,-0.8
O=C(CCC1CCCC1)NCC(c1cccs1)N1CCCC1 (stereo not drawn),2.7
Cc1cc2ccccc2n1CC(=O)NCCCCCC(=O)O,2.8
O=S(=O)(c1ccccc1)c1cnc2cc3c(cc2c1N1CCN(Cc2ccccc2)CC1)OCCO3,-22.4
Cc1ccc2c(CC(=O)N(Cc3cccs3)C3CC3)coc2c1C,-3.4
CC(c1cc2ccccc2o1)N(C)S(=O)(=O)c1ccccc1 (stereo not drawn),5.6
CNC(=S)N/N=C1/CCCCC1C (stereo not drawn),1.9
CC(C)CCn1cnc2c1c(=O)n(Cc1ccccc1C#N)c(=O)n2Cc1ccccc1,-3.2
COc1ccccc1NS(=O)(=O)c1cc(-c2cnc(C)o2)ccc1C,13.8
Cc1c(P(=S)(c2ccccc2)c2ccccc2)c2ccccc2n1Cc1ccccc1,-8.4
Cc1cc(NC(=O)Cc2ccsc2)ccc1N1CCCC1=O,16.4
Cc1ccc(-c2csc(C3=C(O)CN(NC(=O)c4ccc(Br)cc4)C3=N)n2)cc1,-23.4
C#CCNC(=O)NC(CC)c1ccc(C)cc1 (stereo not drawn),6.4
CCc1ccc(OCC(O)Cn2c(NCCN(CC)CC)nc3c2c(=O)[nH]c(=O)n3C)cc1 (stereo not drawn),0.4
Cc1csc(Sc2ccc(Cl)cc2)n1,-0.5
O=C(NC1CCCCC1)C(c1ccccc1)n1c(=O)c(-c2cc3ccccc3[nH]2)nc2ccccc21 (stereo not drawn),0.6
CCCCN(C)S(=O)(=O)c1ccc2c(c1)c(=O)n(CC(=O)N1CCCCCC1)c(=O)n2C,-3.5
CCc1ccc(CNC(=O)c2c(C)oc3nc(C)nc(N4CCCC4)c23)cc1,15.2
COc1cc(/C=C(\C#N)C(=O)C(C)(C)C)ccc1OCc1c(F)cccc1Cl,4.0
Cc1cc2cc(NS(=O)(=O)c3ccc4ccccc4c3)ccc2[nH]1,-6.1
